GPR7 antag: human neuropeptides B/W receptor 1 antagonism; P48145; GPR7-expressing cells, fluorescence antagonist assay; inhibition, % at 4.4 µM; actives 1.1% (n = 290,000); in the data active means inhibition above about 16%, passing the limit was not always enough;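 further: cells stimulated with the agonist NPW; 0% = agonist with vehicle and 100% = vehicle without agonist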
PHOSPHO1 block: blocks human PHOSPHO1 phosphatase activity | recombinant PHOSPHO1, absorbance phosphatase assay | Q8TCT1 | inhibition, % at 13.3 µM | actives 1.1% (n = 290,000); in the data active means inhibition above about 60%
Target sequence (Q8TCT1 whole entry, looked up): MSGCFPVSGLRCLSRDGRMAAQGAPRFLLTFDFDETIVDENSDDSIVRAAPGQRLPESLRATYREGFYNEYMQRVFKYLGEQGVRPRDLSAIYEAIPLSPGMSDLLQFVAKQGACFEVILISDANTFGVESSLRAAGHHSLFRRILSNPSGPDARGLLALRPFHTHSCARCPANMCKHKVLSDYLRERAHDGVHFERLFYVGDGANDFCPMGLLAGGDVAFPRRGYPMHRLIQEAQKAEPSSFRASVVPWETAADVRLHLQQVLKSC
GalR3 antag: blocks the human galanin receptor 3; O60755; HEK293 GalR3-CNG cAMP membrane potential fluorescence; galR3 body fused to GalR1 C-terminus; inhibition, % at 3 µM; actives 0.44% (n = 360,000);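 active means inhibition above the screen-wide average plus 3 SD, cut at about 13% in these data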;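 further: forskolin and galanin both at EC90 stimulate the cells; cAMP rise reported by CNG channel membrane potential dye signal; 0% = forskolin plus galanin with DMSO and 100% = forskolin alone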
Target sequence (O60755 1-299 limits assumed): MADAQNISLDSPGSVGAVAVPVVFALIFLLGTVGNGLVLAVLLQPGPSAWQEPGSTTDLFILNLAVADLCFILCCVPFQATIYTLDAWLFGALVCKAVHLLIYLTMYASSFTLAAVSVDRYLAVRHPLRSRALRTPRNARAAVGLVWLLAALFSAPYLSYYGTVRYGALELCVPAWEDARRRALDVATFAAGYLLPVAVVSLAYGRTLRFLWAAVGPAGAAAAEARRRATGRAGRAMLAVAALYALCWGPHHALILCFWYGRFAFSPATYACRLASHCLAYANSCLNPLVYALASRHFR
V1R ag counter: activates human V1a receptor in oxytocin agonist counter-screen | P37288 | CHO-V1R cells, Fluo-8 calcium fluorescence, agonist mode; 0% DMSO, 100% 3 nM vasopressin | activation, % at 3 µM | actives 0.25% (n = 320,000) | AID 2797;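 active means activation above the mean activation of all tested compounds plus 3 SD, per screening run, cut at about 20% in these data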;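 further: signal is peak over basal fluorescence ratio across a 100 second FLIPR read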
Target sequence (P37288 whole entry, looked up): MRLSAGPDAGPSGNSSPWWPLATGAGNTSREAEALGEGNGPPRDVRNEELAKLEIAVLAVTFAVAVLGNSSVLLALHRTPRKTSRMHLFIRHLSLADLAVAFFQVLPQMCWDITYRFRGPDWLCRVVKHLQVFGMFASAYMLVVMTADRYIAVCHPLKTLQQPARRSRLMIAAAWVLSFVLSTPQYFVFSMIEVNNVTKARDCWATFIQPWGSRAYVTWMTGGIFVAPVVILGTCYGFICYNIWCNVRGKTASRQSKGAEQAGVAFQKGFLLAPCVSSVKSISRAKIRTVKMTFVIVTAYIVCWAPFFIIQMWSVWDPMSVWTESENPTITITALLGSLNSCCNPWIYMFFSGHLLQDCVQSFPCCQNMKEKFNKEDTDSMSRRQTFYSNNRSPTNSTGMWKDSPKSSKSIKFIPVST
VIM-2 inh: inhibitors of Pseudomonas aeruginosa VIM-2 metallo-beta-lactamase. purified VIM-2, nitrocefin hydrolysis, epi-absorbance fluorescence. inhibition, % at 5.6 µM. actives 0.89% (n = 290,000). AID 1527;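 active means inhibition above the mean of all tested compounds plus 3 SD, cutoff set per screening run, cut at about 7.5% in these data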;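 further: red hydrolysis product quenches plate fluorescence so inhibitors raise well fluorescence; 0% = enzyme with DMSO and 100% = DMSO without enzyme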
OXTR agonist: human OXTR agonism; P30559; CHO-OTR cells, Fluo-8 calcium fluorescence; normalized: DMSO 0%, oxytocin 100%; activation, % at 3 µM; actives 0.32% (n = 320,000); AID 2435;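 active means activation above the mean of all tested compounds plus 3 SD, cutoff set per screening run, cut at about 20% in these data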;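 further: peak over basal fluorescence ratio from a 100 s FLIPR kinetic read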
HCV NS3 hel inh: blocks Hepatitis C virus NS3 helicase unwinding; NS3 helicase DNA unwinding, Cy5 molecular beacon fluorescence; inhibition, % at 10.9 µM; actives 0.56% (n = 290,000);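 active means inhibition above the mean of all tested compounds plus 3 SD, set per campaign, cut at about 35% in these data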;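 further: 0% = DMSO wells and 100% = thioflavine S control wells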
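Assay system: hepatitis C virus NS3 helicase domain fragment enzyme. Also added: annealed dual-labelled DNA beacon duplex, ATP-started. Timing: 1 h reaction at 25 °C, ATP-initiated. Technique: Cy5 fluorescence at 0 and 60 min, beacon hairpin quenching. Evaluation: % inhibition of unwinding. Replication: one well per compound.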
DNA FID counter: displaces DNA intercalator in HCV helicase counter-screen; DNA fluorescent intercalator displacement, fluorescence; inhibition, % at 7.9 µM; actives 0.17% (n = 290,000); in the data active means inhibition above about 37%;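 further: 0% = vehicle and 100% = reference compound; higher means more ethidium bromide displaced from hairpin DNA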
IMP-1 inh: blocks Pseudomonas aeruginosa IMP-1 metallo-beta-lactamase. purified IMP-1, nitrocefin hydrolysis, epi-absorbance fluorescence. inhibition, % at 5.6 µM. actives 0.45% (n = 290,000). AID 1556;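 active means inhibition above the mean plus 3 SD of all compounds in the same screening run, cut at about 4.5% in these data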;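 further: 0% = IMP-1 with DMSO and 100% = DMSO wells lacking enzyme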
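system = purified recombinant IMP-1 beta-lactamase | amount = 0.2 nM IMP-1, as dispensed | medium = HEPES buffer pH 7.1 with ZnSO4 and Brij 35 | times = 25 °C, 15 min preincubation, 25 min reaction | detection = plate fluorescence quenching by hydrolysis product, ex 480/em 530 nm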
An asterisk follows results filed as active; . = not tested or not shown.

SMILES	GPR7 antag	PHOSPHO1 block	GalR3 antag	V1R ag counter	VIM-2 inh	OXTR agonist	HCV NS3 hel inh	DNA FID counter	IMP-1 inh
COc1ccc(CNCC(C)NCc2ccc(OC)c(OC)c2)cc1OC (stereo not given)	-11	42	-5	0.2	-1.6	0.2	4	2	-2.9
CCN(CC)c1ccc(C(=O)n2cnc3ccccc32)cc1	15	-52	-5	-1.1	-0.5	-0.4	-13	-11	-0.9
NC(=O)NC(=O)C[n+]1cccc(/C=N/O)c1	5	-7	0	0.4	-0.8	-0.3	-2	0	-2.8
O=S(=O)(NCc1nc(-c2ccccc2)no1)c1ccc(F)cc1	4	-141	0	0.9	-1.4	-0.9	-1	-6	-1.7
COc1ccc(CN2C(=O)c3ccccc3C2C(=O)NCc2cccnc2)c(OC)c1 (stereo not given)	-8	3	.	0.5	-1.5	-0.9	7	-12	-2.6
Cc1ccccc1C(=O)NC(=S)NC1CCSC1=O (stereo not given)	-3	-18	-1	-0.7	-1.9	-1.7	3	-20	-1.0
S=C1NCN(Cc2ccco2)CN1CCc1ccccc1	-3	20	-4	-1.2	-0.2	0.3	-6	-12	-1.1
Cc1nc2ccccc2c(N)c1C(=O)/C=C/c1ccccc1	-12	.	-12	10	-2.4	11	-47	6	-0.9
COc1ccc(CCNC(=O)C2CCN(S(=O)(=O)N3CCC4(CC3)OCCO4)CC2)cc1OC	-10	0	6	1.4	-1.6	-0.4	5	-28	-3.5
Cc1cc(O)c2c(c1)C(O)(C1OC(CO)C(O)C(O)C1O)c1cccc(O)c1C2=O (stereo not given)	-7	-4	-3	-0.3	-1.8	-0.1	5	-1	-3.6
Cc1ccccc1C(=O)NNC(=S)NC(=O)c1cccs1	4	24	-6	65*	-3.0	36*	11	-15	-2.9
CCCC1O[C@@H]2C[C@H]3[C@@H]4CCC5=CC(=O)C=C[C@]5(C)[C@H]4[C@@H](O)C[C@]3(C)[C@]2(C(=O)CO)O1 (stereo not given in full)	-1	21	.	0.4	-2.6	0.2	2	-36	-2.3
Cc1ccc2nc3c(nc2c1C)C(O)=C3O	-14	27	-3	0.6	-0.5	1.3	-7	-2	-2.8
O=C(CN1CCCCC1)NCCNC(=O)CN1CCCCC1	-1	7	-2	0.1	-3.8	-0.6	-4	3	-2.3
Cc1ccc(C)c(NC(=S)NNC(=S)Nc2ccc(C(C)C)cc2)c1	-23	-6	0	0.6	-3.5	0.0	5	-17	-2.8
CCOC(=O)N1CCC(NC(=O)c2cc(S(=O)(=O)N3CCCC3)cn2C)CC1	-9	22	-5	0.6	0.8	0.6	1	-23	0.6
COc1ccc(C)cc1-n1nnnc1SCC(=O)N1CCC(C(=O)Nc2nccs2)CC1	-8	35	-4	0.7	-1.2	-0.2	-11	-31	-5.4
Cc1ccc(CC(CC(=O)O)C(=O)Nc2ccc(Cl)cc2)cc1 (stereo not given)	-8	34	-11	0.1	-1.1	0.8	0	-38	-1.5
O=C(N/N=C/c1c[nH]c2ccccc12)c1ccccc1O	1	.	-8	1.9	-4.1	0.5	-2	2	-3.6
Cc1cccc(-c2n[nH]c(S(C)(=O)=O)c2C#N)c1	-10	15	-5	0.0	-3.5	0.2	8	-2	-3.2
CNC(=O)c1ccsc1NC(=O)c1ccccc1	.	4	-3	0.7	.	0.8	.	.	.
COc1cc(NC(=O)c2ccc(COCC(F)(F)F)cc2)cc(OC)c1OC	-5	8	-4	1.5	-3.9	0.3	1	-21	-3.2
CC(C)(C)NC(=O)COC(=O)Cc1ccc(Cl)cc1	-4	32	-2	-0.5	0.4	0.2	-4	-7	-1.9
CC(C)c1ccc(OCC(=O)NNC(=S)NC(=O)C2CC2)cc1	-8	-14	1	-0.8	-3.9	-1.1	-7	-27	-3.2
O=C(Nc1ccccc1)c1cccc(S(=O)(=O)Oc2ccc([N+](=O)[O-])cc2)c1	26*	2	0	1.2	-3.5	-0.9	-2	6	-3.5
C=CC1=C(C(=O)O)N2C(=O)C(NC(=O)Cc3ccccc3)C2SC1 (stereo not given)	-7	12	0	0.6	-0.8	-0.5	6	-12	1.9
CCCc1n(CC)c2ccccc2[n+]1CC(O)COC1CCCCC1 (stereo not given)	0	-8	1	-0.4	-1.8	0.4	12	6	-1.5
Cc1ccc(C)c(NC(=O)c2c(Cl)nc3ccccn23)c1	-5	28	-5	-0.5	-1.4	-2.3	3	-9	-3.5
COc1ccccc1NC(=O)c1sc2nc(Cc3ccccc3)cc(C(F)(F)F)c2c1N	0	8	.	1.3	-0.7	0.6	4	0	-0.1
CCC(O)(CCN1CCCCC1)c1ccccc1 (stereo not given)	5	28	-2	0.5	-3.6	-0.1	-1	-2	-2.1

Some of these compounds in order of their number in GPR7 antag, highest first:
| structure | GPR7 antag |
| --- | --- |
| CC(C)(C)NC(=O)COC(=O)Cc1ccc(Cl)cc1 | -4 |
| C=CC1=C(C(=O)O)N2C(=O)C(NC(=O)Cc3ccccc3)C2SC1 (stereo not given) | -7 |
| CC(C)c1ccc(OCC(=O)NNC(=S)NC(=O)C2CC2)cc1 | -8 |

Further compounds.
SMILES	GPR7 antag	PHOSPHO1 block	GalR3 antag	V1R ag counter	VIM-2 inh	OXTR agonist	HCV NS3 hel inh	DNA FID counter	IMP-1 inh
CCOc1ccc(C(C)=O)cc1CN1C(=O)NC(C)(C2CC2)C1=O (stereo not given)	-11	12	-5	2.0	-3.9	-1.2	-35	-3	-1.8
CN1CCN(CCCNC(=O)c2ccc(Cn3c(=S)[nH]c4ccc(Br)cc4c3=O)cc2)CC1	-11	11	3	1.3	-2.3	0.5	-64	14	-2.8
COC(=O)c1ccc(C(c2c(N)n(Cc3ccccc3)c(=O)n(C)c2=O)N2CCOCC2)cc1 (stereo not given)	5	14	8	1.2	-1.4	0.1	-5	-17	-4.1
CCC(Sc1ccc(Cl)cc1)C(=O)Nc1nnc(-c2cccc([N+](=O)[O-])c2)s1 (stereo not given)	4	1	.	1.8	-2.3	1.0	-9	2	-2.3
CNC(=O)CSc1nnc(-c2cc3c(C)nn(-c4ccccc4)c3s2)n1C	-8	.	.	.	-0.8	.	2	4	-3.6
COc1ccc(C(=O)CN2C(=O)NC3(CCc4ccccc43)C2=O)cc1 (stereo not given)	-13	48	-3	0.1	-0.3	0.4	2	-17	-0.7
Cc1nc(N2CCOCC2)c2c(C)c(C(=O)Nc3ccc(F)cc3F)sc2n1	-17	-5	3	-0.6	-2.2	-1.3	1	-7	-2.6
O=C(c1ccccc1-c1nc(-c2ccccc2)no1)N1CCOCC1	-4	-1	-7	0.5	-0.8	-0.8	0	-11	-2.1
CCOC(=O)Nc1cc(OC)c(OC)cc1Cc1nccc2cc(OC)c(OC)cc12	-8	-10	3	0.3	-4.8	-0.8	-1	-18	-1.6
CC(C)(C(=O)c1ccccc1)/[N+]([O-])=C/c1ccccc1	-8	.	-2	-0.2	2.9	-0.9	1	2	-0.7
CCS(=O)(=O)Nc1ccc(C2=NN(S(=O)(=O)CC)C(c3cccs3)C2)cc1 (stereo not given)	1	38	-2	0.7	-0.3	1.5	-3	-23	-1.6
Nc1sc(-c2ccccc2)cc1C(=O)O	-7	33	.	.	-4.0	.	8	2	-6.6
CCc1ccc(N(CC(=O)NC2CCCCC2)C(=O)CNC(=O)c2ccco2)cc1	7	31	-7	1.6	-1.2	0.9	-9	-47	-1.7
Cc1ccc(S(=O)(=O)N(C)C)cc1NC(=O)CCNC(=O)c1ccccc1Cl	-5	-15	-5	0.7	-1.7	0.4	-2	-1	-2.5
Cn1cccc1Cc1nnc(SCC(=O)Nc2ccccc2F)n1CCc1ccccc1	-2	-3	1	-0.1	-0.5	0.1	5	2	0.1
CCOC(=O)N1N=C(c2ccccc2)CC1(O)C(C)(F)F (stereo not given)	-17	41	-6	-0.8	-0.8	-0.7	5	-6	-0.9
CCCn1c(N)cc(=O)n(CCC)c1=O	-1	16	-3	0.8	-2.5	-1.4	6	-13	-1.1
Clc1ccc(-c2nnc(-c3ccccc3)c(-c3c[nH]c4ccccc34)n2)cc1	1	33	1	0.8	-2.5	-0.2	8	1	-3.1
COc1cc(C(=O)OCC(=O)c2c(N)n(C)c(=O)n(C)c2=O)ccc1OCCC(C)C	-8	-6	0	1.6	0.3	-0.3	-4	20	-3.1
O=S(=O)(N/N=C/c1ccc(OC2CSC2)cc1)c1ccccc1	9	-2	-8	14	-2.6	5.3	-2	2	0.3
CCCCC(=O)NNC(=S)NC(=O)c1ccc(C)cc1	9	28	0	3.8	0.5	6.0	5	-11	-1.5
CCCCNC(=O)CSc1nc2ccc(C)cc2[nH]1	-7	25	-2	-0.9	0.8	-1.5	2	2	0.1
O=C1c2ccccc2C(Nc2ccc(Cl)cn2)N1Cc1ccccc1 (stereo not given)	8	1	.	-0.9	-2.4	-0.8	-14	-24	-0.8
COC(=O)C(C)Oc1ccc(Cc2ncc(C(F)(F)F)cc2Cl)cc1 (stereo not given)	3	11	-8	-1.6	-2.1	-1.1	4	-36	-0.5
CCOc1ccc(C2NC(=O)NC(C)=C2C(=O)OCc2ccccc2)cc1 (stereo not given)	4	39	-6	-0.5	-1.2	-1.6	-1	-24	-2.2
CCN(C(=O)CCN1C(=O)c2ccccc2C1=O)C1CCCCC1	-7	26	1	-0.6	-2.3	0.7	-4	-18	-2.1
COC(=O)c1ccc(N2CCCCC2)c(NS(=O)(=O)c2ccc(C)cc2)c1	5	1	-12	1.0	-1.3	-1.4	-1	-15	-1.5
O=C(CSc1nc2ccccc2s1)c1cc2ccccc2o1	-7	-6	.	1.1	-4.8	3.5	10	-11	-3.1
O=C(CN1C2=NCCCN2c2ccccc21)c1ccc(Br)s1	-8	18	-2	4.4	-5.7	2.8	-2	15	-3.2
Cc1nc2c(nnn2Cc2ccccc2Cl)c(=O)[nH]1	-12	34	-6	0.3	-2.2	0.2	-17	-2	-3.4
CCC(=O)N1CCc2cc(S(=O)(=O)NCCC(=O)NCc3ccccc3Cl)ccc21	-12	40	4	0.1	-1.4	-1.3	6	-37	-3.3
CCOc1ccc(C(=O)N(CN2CCCC2=O)c2ccc(C)cc2)cc1	-17	27	-5	-0.2	-2.4	-0.1	2	-30	-4.4
CC(/C=N/NC(=O)c1ccc(Cn2cc([N+](=O)[O-])cn2)o1)=C\c1ccccc1	3	32	0	9.0	-2.0	6.0	1	-18	-2.4
CCC(C)NC(=O)CC(NS(=O)(=O)c1ccc(C)cc1)c1ccc(OC)cc1 (stereo not given)	-2	-23	-1	-0.2	1.5	-2.3	5	-23	1.0
Cc1ccc(-c2nc3ncccc3o2)cc1NC(=O)Cc1ccc(Cl)cc1	7	-6	-5	-0.1	-1.9	-0.1	5	3	1.0
